M4 ag – agonists of human muscarinic M4 receptor (CHRM4). activation, % at 3 µM. 360,000 compounds, 0.14% hits. CHO-K1 hM4/Gqi5, Fluo-8 calcium fluorescence; vehicle 0%, full acetylcholine response 100%;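 active = activation above the run mean over all test wells plus 3 SD, cut at about 32% in these data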;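 note: peak over basal fluorescence ratio per well then scaled between controls; 0% = DMSO wells and 100% = acetylcholine at EC100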
Target sequence (P08173 whole entry, looked up): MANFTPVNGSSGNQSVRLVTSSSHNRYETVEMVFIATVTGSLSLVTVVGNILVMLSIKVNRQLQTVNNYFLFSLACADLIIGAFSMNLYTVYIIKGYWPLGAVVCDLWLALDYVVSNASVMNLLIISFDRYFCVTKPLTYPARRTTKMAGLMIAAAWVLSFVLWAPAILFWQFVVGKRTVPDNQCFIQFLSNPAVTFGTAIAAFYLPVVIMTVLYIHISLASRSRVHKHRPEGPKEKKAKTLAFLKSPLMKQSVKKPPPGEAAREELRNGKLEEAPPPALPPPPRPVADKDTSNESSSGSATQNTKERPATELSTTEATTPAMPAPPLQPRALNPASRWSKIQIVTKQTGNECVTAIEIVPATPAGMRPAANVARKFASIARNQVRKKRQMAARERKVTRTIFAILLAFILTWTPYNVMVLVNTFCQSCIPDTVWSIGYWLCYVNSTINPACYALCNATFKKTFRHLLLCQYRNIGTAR
CHRM4 antagonist – antagonists of human muscarinic M4 receptor (CHRM4); P08173; CHO-hM4 cells, ACh EC80, Fluo-8 calcium fluorescence; inhibition, % at 3 µM; 360,000 compounds, 0.73% hits; AID 624125;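 active = inhibition above its plate's cutoff, the mean inhibition of sample wells plus 3 SD, cut at about 27% in these data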;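 note: 0% = acetylcholine EC80 with DMSO and 100% = DMSO without agonist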
CHO-K1 Ca ag – counter-screen for M1 agonists: effect in parental CHO-K1 cells; Fluo-8 calcium fluorescence; scaled to maximal ATP response, vehicle zero; activation, % at 3 µM; 360,000 compounds, 0.48% hits; in the data active = activation above about 15%;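 note: untransfected CHO-K1 host cells lacking M1 receptor as counterscreen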
M5 PAM – positive allosteric modulators of human muscarinic M5 receptor; activation, % at 3 µM; CHO-K1 hM5, Fluo-8 calcium, ACh EC20 PAM; 0% = ACh EC20, 100% = ACh EC100; AID 624038; P08912; 360,000 compounds, 0.3% hits;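 active = activation above the run cutoff, the mean activation of all test compounds plus 3 SD, cut at about 18% in these data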
Target sequence (P08912 whole entry, looked up): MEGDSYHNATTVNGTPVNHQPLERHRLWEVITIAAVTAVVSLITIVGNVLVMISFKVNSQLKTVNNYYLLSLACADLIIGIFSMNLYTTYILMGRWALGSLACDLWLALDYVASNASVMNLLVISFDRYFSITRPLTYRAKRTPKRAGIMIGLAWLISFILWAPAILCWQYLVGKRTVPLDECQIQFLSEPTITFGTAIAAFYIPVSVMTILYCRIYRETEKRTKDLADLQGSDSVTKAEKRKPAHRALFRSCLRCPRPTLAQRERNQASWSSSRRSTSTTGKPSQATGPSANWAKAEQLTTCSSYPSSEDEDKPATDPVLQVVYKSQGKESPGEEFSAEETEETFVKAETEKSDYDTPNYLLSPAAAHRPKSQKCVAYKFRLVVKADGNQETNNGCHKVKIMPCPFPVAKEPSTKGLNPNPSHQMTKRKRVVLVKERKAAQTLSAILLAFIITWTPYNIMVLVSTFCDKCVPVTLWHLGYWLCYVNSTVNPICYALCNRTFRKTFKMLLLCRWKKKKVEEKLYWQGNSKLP
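Assay system: CHO-K1 hM5 cells. Also added: acetylcholine at EC20 concentration, added after compound. Dosing: 3 µM, single dose. Times: compound preincubation 140 s before EC20 acetylcholine addition. Signal: Fluo-8 calcium fluorescence. Measure: % activation relative to EC20 and EC100 ACh responses. Repeats: singlicate, one well per test compound.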
CHRM5 agonist – agonists of human muscarinic M5 receptor (CHRM5); P08912; CHO-K1 hM5 cells, Fluo-8 calcium fluorescence; 0% DMSO wells, 100% maximal acetylcholine response; activation, % at 3 µM; 360,000 compounds, 0.19% hits;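 active = activation above the run's mean over test compounds plus 3 SD, cut at about 23% in these data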;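 note: signal is peak over basal fluorescence ratio across the kinetic read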
M5 antag – antagonists of human muscarinic M5 receptor (CHRM5). inhibition, % at 3 µM. CHO-hM5 cells, Fluo-8 calcium fluorescence, ACh EC80. 360,000 compounds, 0.59% hits. P08912. AID 624040;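 active = inhibition above a per-plate cutoff, the mean of that plate's test compounds plus 3 SD, cut at about 27% in these data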;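 note: 0% = acetylcholine EC80 with DMSO and 100% = DMSO without agonist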
CHO-K1 Ca PAM – nonselective activator or artifact in parental CHO-K1 calcium assay; ATP EC20, Fluo-8 calcium fluorescence; 0% at ATP EC20, 100% at ATP max; activation, % at 3 µM; 360,000 compounds, 0.02% hits; AID 602247;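 active = activation above the run cutoff, the mean activation of all test compounds plus 3 SD, cut at about 40% in these data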;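 note: peak over basal fluorescence ratio in a 140 s read after ATP addition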
CHRM4 PAM – CHRM4 positive allosteric modulation; P08173; CHO-K1 hM4/Gqi5, Fluo-8 calcium fluorescence, ACh EC20; 0% = ACh EC20, 100% = maximal ACh; activation, % at 3 µM; 360,000 compounds, 0.4% hits; AID 624126;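 active = activation above its plate's cutoff, the mean activation of sample wells plus 3 SD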; note: some results filed as inactive read as strong as hits
CHO-K1 Ca antag – counter-screen for M1 antagonists: effect in parental CHO-K1 cells; ATP-induced calcium, Fluo-8 fluorescence; inhibition, % at 3 µM; 360,000 compounds, 0.6% hits; AID 602250;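 active = inhibition above a per-plate cutoff, the plate's mean sample inhibition plus 3 SD, cut at about 24% in these data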;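 note: 0% = DMSO plus EC80 ATP and 100% = DMSO alone without ATP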
The depositor's hits bear a star. An unsorted share of the library. About 2.7% of those tested had a hit in this group.

1. COc1ccc(/C=C2\SC(=O)N(CCNC(=O)Cc3coc4cc(OC)ccc34)C2=O)cc1
2. COc1cc(OC)c2c(c1)C(=O)c1cc(OC)cc(OC)c1C2=O
3. COC(=O)c1ccc(Cn2cnc3c(Cl)ncnc32)cc1
4. CN(C)c1ccc(N/C=C/C(=O)c2ccccc2)cc1
5. CCOc1ccccc1NC(=O)CSc1nnc2ccc(-c3ccncc3)nn12
6. Cc1ccsc1C1Nc2ccc3ncccc3c2C2=C1C(=O)CC(C)(C)C2 (centres undefined)
7. COc1cc(C(=O)NCc2ccc3c(c2)OCO3)ccc1OCc1c(C)noc1C
8. Cc1cccc(NC(=O)c2nc[nH]c2C(=O)N[C@@H](C)CO)c1

entry no.	1	2	3	4	5	6	7	8
M4 ag	8	1	1	2	2	2	2	2
CHRM4 antagonist	-7	3	12	8	4	-9	3	-6
CHO-K1 Ca ag	7.0	0.5	0.5	1.3	0.5	0.9	1.3	1.0
M5 PAM	-11	-2	0	7	1	-3	-1	-1
CHRM5 agonist	-1	2	4	1	-8	-2	-1	0
M5 antag	3	4	15	-5	2	2	-2	-5
CHO-K1 Ca PAM	15	14	25	29	-7	7	0	17
CHRM4 PAM	-7	1	10	-9	3	-9	-1	1
CHO-K1 Ca antag	0	-8	-12	-17	-2	-2	13	-6

Ordered by the number under CHRM5 agonist (highest first): four from the list above.
#	mol	M4 ag	CHRM4 antagonist	M5 PAM	CHRM5 agonist	M5 antag	CHRM4 PAM
3	COC(=O)c1ccc(Cn2cnc3c(Cl)ncnc32)cc1	1	12	0	4	15	10
4	CN(C)c1ccc(N/C=C/C(=O)c2ccccc2)cc1	2	8	7	1	-5	-9
8	Cc1cccc(NC(=O)c2nc[nH]c2C(=O)N[C@@H](C)CO)c1	2	-6	-1	0	-5	1
1	COc1ccc(/C=C2\SC(=O)N(CCNC(=O)Cc3coc4cc(OC)ccc34)C2=O)cc1	8	-7	-11	-1	3	-7

Next part
9. COc1ccc(-c2cc(C(=O)N3CCCCC3)c3ccccc3n2)cc1OC
10. Cc1ccc(NC(=O)COC(=O)C(NS(=O)(=O)c2ccc(Cl)cc2)C(C)O)cc1C (centres undefined)
11. COc1ccc(-c2csc(NC(=O)CN3C(=O)NC4(CCCC4)C3=O)n2)c(OC)c1
12. COc1ccc(NC(C)=O)cc1CNC(=O)COc1c(C)c(C)cc(C)c1C
13. O=C(NCc1cccnc1)c1ccccn1
14. CSc1nc(C)cc(C)c1S(=O)(=O)c1ccccc1C
15. Cc1ccccc1C(=O)NNC(=O)/C=C\C(=O)O
16. Nc1cccc(-c2cn(-c3cc4cc(C#CC5(O)CCCCC5)ccc4oc3=O)nn2)c1

entry no.	9	10	11	12	13	14	15	16
M4 ag	14	5	1	5	1	-1	0	23
CHRM4 antagonist	-2	10	0	0	4	4	-4	17
CHO-K1 Ca ag	4.9	4.2	1.3	1.3	1.2	3.6	0.8	5.9
M5 PAM	1	-3	4	2	3	8	0	-25
CHRM5 agonist	2	2	1	2	-2	-8	-1	4
M5 antag	-8	3	-2	-8	-5	0	9	8
CHO-K1 Ca PAM	7	12	1	0	26	-1	-3	25
CHRM4 PAM	2	-9	8	4	7	1	-3	-8
CHO-K1 Ca antag	14	-1	-4	-1	-8	-14	8	-12

17. COc1ccc(CCNCc2c(-c3ccccc3)n(C)c3ccccc23)cc1
18. COC(=O)CN1C(=O)CC(C)(C)S(=O)c2ccccc21 (centres undefined)
19. O=C(OC1CCOC1=O)c1cc(S(=O)(=O)N2CCOCC2)c(Cl)cc1Cl (centres undefined)
20. COC(=O)C1=C(C)N(CCCC(=O)O)C(=O)NC1c1ccc(C(F)(F)F)cc1 (centres undefined)
21. O=C(CCCc1ccccc1)NCc1ccccc1Cl
22. CCCCNC(C(=O)Nc1ccc([N+](=O)[O-])cc1Br)c1ccccc1 (centres undefined)
23. COc1ccc(CC(=O)Nc2ccc(-c3nc4cc(C)ccc4o3)c(O)c2)cc1OC
24. COc1ccc(/C(O)=C2/C(=O)C(=O)N(CCCN(C)C)C2c2cccc(Cl)c2)cc1OC (centres undefined)

entry no.	17	18	19	20	21	22	23	24
M4 ag	12	3	0	0	1	-1	0	1
CHRM4 antagonist	11	6	5	-3	1	5	-4	-1
CHO-K1 Ca ag	2.2	0.0	1.2	0.8	-0.2	0.1	0.2	0.4
M5 PAM	-7	-9	13	-1	6	-5	-4	0
CHRM5 agonist	2	4	3	3	-1	-1	-1	2
M5 antag	18	4	-7	9	-3	-2	-1	-2
CHO-K1 Ca PAM	-3	0	1	17	10	16	11	17
CHRM4 PAM	-7	-4	-1	13	1	-7	1	3
CHO-K1 Ca antag	8	-7	-15	-13	-9	-3	-10	-8

25. O=C(COC(=O)CCNS(=O)(=O)c1ccccc1)NC(=O)c1ccccc1
26. OC(c1ccc(F)c(F)c1)c1nc(-c2cnc3ccccc3c2)cs1 (centres undefined)
27. Nc1c(C(=O)OCC2CCCO2)c2nc3ccccc3nc2n1C1CCCCC1 (centres undefined)
28. O=C(c1cccc(Cl)c1)C1CCCN(C(=O)c2ccoc2)C1 (centres undefined)
29. Cc1cc(C(F)(F)F)c2sc(N)nc2n1
30. CCCc1ccc(OCC(=O)Nc2cc(S(=O)(=O)CC)ccc2O)cc1
31. COC(=O)c1sccc1NC(=O)CN(C)NS(=O)(=O)c1ccc([N+](=O)[O-])cc1
32. Cc1cc(C)cc(NC(=S)NCc2cccs2)c1

entry no.	25	26	27	28	29	30	31	32
M4 ag	2	9	1	12	1	20	3	4
CHRM4 antagonist	2	-14	9	1	4	6	-17	-10
CHO-K1 Ca ag	0.9	3.3	0.5	2.4	0.2	16*	0.9	2.3
M5 PAM	-3	-5	-3	-18	4	-13	-2	1
CHRM5 agonist	5	2	2	-4	-1	12	-3	-4
M5 antag	-1	2	-4	39*	-3	9	-7	-4
CHO-K1 Ca PAM	8	13	30	7	21	6	4	7
CHRM4 PAM	2	6	1	-6	5	-12	7	17
CHO-K1 Ca antag	-2	-5	-26	6	-12	-6	-16	12

33. Cn1c(/C=C/N2CCOCC2)c(C(=O)c2ccc(Br)cc2)c(=O)n(C)c1=O
34. Cc1ccc(C(=O)OCC(=O)NC2CCS(=O)(=O)C2)c(C)c1 (centres undefined)
35. COCc1cc([C@@H]2C[C@H]3CN(c4ccccc4)C(=O)[C@]34CCCN24)ccc1OC
36. CC1CCN(C(=O)c2ncn3c2c(=O)[nH]c2ccccc23)CC1
37. CCN(CC)S(=O)(=O)c1ccc(C(=O)NCc2n[nH]c(=S)n2-c2ccc(Cl)c(Cl)c2)cc1
38. Cc1ccc(NC(=O)COC(=O)CCCC2=NS(=O)(=O)c3ccccc3N2)cc1C
39. COc1ccc(CCN2C(=NC(=O)CCC(=O)O)SC3CS(=O)(=O)CC32)cc1 (centres undefined)
40. CC(C)(C)c1ccc(C(=O)Cn2cnnc2C#N)cc1

entry no.	33	34	35	36	37	38	39	40
M4 ag	1	1	1	1	0	1	2	4
CHRM4 antagonist	1	4	18	-13	-3	3	-1	-8
CHO-K1 Ca ag	-0.2	0.4	-0.5	0.0	-0.1	0.0	0.9	1.7
M5 PAM	1	-6	-11	-1	5	-5	2	-6
CHRM5 agonist	-2	2	-10	1	0	-3	0	-5
M5 antag	-7	10	6	4	-7	18	4	-2
CHO-K1 Ca PAM	2	-7	-3	5	0	-18	13	-4
CHRM4 PAM	13	7	-15	5	-1	-10	5	-12
CHO-K1 Ca antag	5	2	8	-7	-2	-8	-25	-16

Structural class: those above containing a nitro group on carbon.
22. CCCCNC(C(=O)Nc1ccc([N+](=O)[O-])cc1Br)c1ccccc1 (centres undefined)
31. COC(=O)c1sccc1NC(=O)CN(C)NS(=O)(=O)c1ccc([N+](=O)[O-])cc1

entry no.	22	31
M4 ag	-1	3
CHRM4 antagonist	5	-17
CHO-K1 Ca ag	0.1	0.9
M5 PAM	-5	-2
CHRM5 agonist	-1	-3
M5 antag	-2	-7
CHO-K1 Ca PAM	16	4
CHRM4 PAM	-7	7
CHO-K1 Ca antag	-3	-16

(listing goes on)
41. CCSc1nc(C2CC2)cc(-c2cccs2)c1C#N
42. Cc1nc(SCc2ccc(OCCC(C)C)cc2)n[nH]1
43. CCc1ccc(CN(C)C(=O)c2cccc(S(=O)(=O)Nc3ccccc3OC)c2)cc1
44. O=C(O)CC1(CC(=O)Nc2ccccc2C(=O)c2ccccc2)CCCC1
45. COc1cccc(-n2nnc3c(=O)n(Cc4cccc(F)c4)cnc32)c1
46. COc1ccc(/C=N/NC(=O)CN2CCCC2)cc1
47. COc1cc(/C=C/C(=O)OCC(=O)N2c3ccccc3CC2C)cc(OC)c1OC (centres undefined)
48. O=C(NCC1COc2ccccc2O1)c1cc(S(=O)(=O)N2CCOCC2)c(Cl)cc1Cl (centres undefined)

entry no.	41	42	43	44	45	46	47	48
M4 ag	-1	8	5	2	1	0	8	5
CHRM4 antagonist	-1	-13	-12	-1	-9	16	0	-16
CHO-K1 Ca ag	-0.6	3.9	4.5	0.4	0.6	0.3	1.8	2.9
M5 PAM	-4	-7	-7	-12	-2	-6	3	-12
CHRM5 agonist	-1	4	-2	-6	1	-5	-2	0
M5 antag	1	3	0	-5	-4	13	4	1
CHO-K1 Ca PAM	-8	10	-6	25	24	-5	7	-8
CHRM4 PAM	3	-2	5	9	9	-7	4	18
CHO-K1 Ca antag	10	-3	-3	-22	-36	2	-15	-9

49. CCOC(=O)C1=CC[C@@H](c2ccccc2)N(S(=O)(=O)c2ccc(C)cc2)[C@H]1C#N
50. Cc1noc(C)c1CCC(=O)N1CCCC(N2CCN(c3ccc(F)cc3)CC2)C1 (centres undefined)
51. COc1cccc(NC(=O)CCc2nnc3ccc(NCc4ccco4)nn23)c1
52. CCN(CC)c1ccc(/C=C2\C(=O)N(c3nnc(C)c(=O)[nH]3)N=C2C)cc1

entry no.	49	50	51	52
M4 ag	7	2	2	5
CHRM4 antagonist	32*	-3	-7	12
CHO-K1 Ca ag	2.0	0.4	-0.3	2.9
M5 PAM	4	-5	-4	5
CHRM5 agonist	2	-2	-2	2
M5 antag	3	3	2	4
CHO-K1 Ca PAM	19	1	0	-1
CHRM4 PAM	-6	5	6	12
CHO-K1 Ca antag	8	-2	-2	3
